KB-V1 MDR tox: KB-V1 MDR subline cytotoxicity. KB-V1 MDR cells viability, CellTiter-Glo, 72 h. Potency, µM (titrated, usually from 46.1 µM), inactives show at the top dose activity change, negative = cytotoxicity, hits mostly cytotoxic. 400,000 compounds, 3.4% hits. AID 1347076; note: potency is the fitted concentration of half-maximal effect; % is set by controls: 0 for no effect and ±100 for the full control effect; nearly all actives have a fitted effect of over 60% in size
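KB-V1, DMEM (no phenol red) + 10% FBS; cpd pin-transferred, titration series; 72 h, 37 degrees C; CellTiter-Glo, luminescence. Data normalized, curve-fit.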
PTHR1 ag: PTHR1 (human) receptor agonism. Q03431. HEK293 GP2 PTHR1 cells, GloSensor cAMP luminescence, 1 h. Potency, µM (highest dose often 115 µM), for inactives: at the top dose activation, usual class: activators. 410,000 compounds, 0.075% hits. AID 743266; note: potency is the fitted concentration of half-maximal effect; nearly all actives have a fitted effect of over 55% in size; some results filed as inactive show a strong effect at the top dose; inactives centre near -15; many of its hits are not listed in these tables
Target sequence (Q03431 whole entry, looked up): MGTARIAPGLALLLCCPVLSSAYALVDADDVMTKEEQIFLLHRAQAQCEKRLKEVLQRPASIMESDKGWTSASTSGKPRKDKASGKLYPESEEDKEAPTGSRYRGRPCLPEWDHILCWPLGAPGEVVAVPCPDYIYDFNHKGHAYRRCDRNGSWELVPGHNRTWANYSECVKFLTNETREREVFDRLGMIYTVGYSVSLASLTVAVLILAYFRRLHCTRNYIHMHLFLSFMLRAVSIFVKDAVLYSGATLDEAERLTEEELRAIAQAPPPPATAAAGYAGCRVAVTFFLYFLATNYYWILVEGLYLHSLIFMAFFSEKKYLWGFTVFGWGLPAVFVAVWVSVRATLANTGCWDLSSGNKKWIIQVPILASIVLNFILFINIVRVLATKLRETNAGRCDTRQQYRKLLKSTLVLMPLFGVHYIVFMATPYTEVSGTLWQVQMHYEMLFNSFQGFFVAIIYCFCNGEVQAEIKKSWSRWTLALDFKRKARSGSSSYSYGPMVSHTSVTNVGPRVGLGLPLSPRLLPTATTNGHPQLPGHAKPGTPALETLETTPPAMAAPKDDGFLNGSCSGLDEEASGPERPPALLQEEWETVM
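HEK-293-derived GP2 cells expressing PTHR1 and a GloSensor cAMP reporter, 3,000/well, plated overnight, given luciferin plus IBMX (each 0.5 mM as added) for 1 h at 37 °C, then compound for 1 h at 37 °C. Luminescence was read after 15 min at room temperature.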
TDP-43 yeast inh: rescues yeast growth from TDP-43 toxicity | TDP-43 expressing yeast growth rescue, BacTiter-Glo, 24 h | Potency, µM (doses to about 46.1 µM), for inactives: at the top dose growth rescue (activation), most hits filed as activators | 410,000 compounds, 1.8% hits | AID 652104; note: potency is the fitted concentration of half-maximal effect; % of control where 0% means no effect; nearly all actives have a fitted effect of over 50% in size
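Galactose-induced TDP-43 yeast, OD600=0.02, compound pinned; 24 hr, 30 deg C; BacTiter-Glo luminescence for growth. Inhibitors of TDP-43 toxicity read as activators.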
GLP-1R agonist: activates the human GLP-1 receptor; 380,000 compounds, 0.007% hits; AID 624172; HEK293 GLP-1R CRE-luciferase, luminescence, 4-6 h; cells express a hypersensitive GLP-1R form; Potency, µM (top dose mostly 45.6 µM), inactives show top-dose activation, most hits filed as activators; note: potency is the fitted concentration of half-maximal effect; % of control where 0% means no effect
GLP-1R inv ag: acts as inverse agonist at human GLP-1 receptor; AID 624417; 410,000 compounds, 1.6% hits; P43220; HEK293 GLP-1R CRE-luciferase, luminescence, 24 h; GLP-1R form is constitutively active; Potency, µM (highest dose often 38.3 µM), for inactives: top-dose activity change, negative = inhibition, usual class: inhibitors; note: potency is the fitted concentration of half-maximal effect; % is set by controls: 0 for no effect and ±100 for the full control effect; nearly all actives have a fitted effect of over 55% in size
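Cells are plated, allowed 12 hours at 37 deg C, then treated with compounds for 24 hr before luciferase detection reagent is added and luminescence is read after 12 min at room temperature. The HEK293 line carries constitutively active GLP-1R with a cAMP-responsive reporter.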
DRD3 agonist: agonists of human D3 dopamine receptor; P35462; D3R DiscoveRx beta-arrestin cells, luminescence, 90 min; max activation, %; 410,000 compounds, 0.58% hits; in the data active = max activation above about 30%; note: 0% is about no effect; mostly tested at two doses, the higher about 12 µM
Target sequence (P35462 whole entry, looked up): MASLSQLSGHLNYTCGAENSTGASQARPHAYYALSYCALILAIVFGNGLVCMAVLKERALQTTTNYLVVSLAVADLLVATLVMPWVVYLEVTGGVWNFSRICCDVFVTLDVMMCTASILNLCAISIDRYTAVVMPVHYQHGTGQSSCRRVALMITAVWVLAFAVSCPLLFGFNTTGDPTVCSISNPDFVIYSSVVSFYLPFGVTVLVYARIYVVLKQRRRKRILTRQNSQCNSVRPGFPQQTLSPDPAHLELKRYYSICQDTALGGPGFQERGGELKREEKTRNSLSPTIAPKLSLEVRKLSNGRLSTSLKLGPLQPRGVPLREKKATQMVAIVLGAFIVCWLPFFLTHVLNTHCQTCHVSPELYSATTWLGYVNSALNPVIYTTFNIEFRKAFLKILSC
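Agonist-mode cell screen: cells plated at 1500/well and incubated overnight at 37 °C, then exposed to library compounds for 90 min at 37 °C. Detection reagent was added for 30–60 min at room temperature, and luminescence was read.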
GLP1R cytotox: cytotoxicity in counter-screen for GLP-1R inverse agonists; HEK293 cAMP-luciferase reporter cells, luminescence, 24 h; Potency, µM (series often up to 38.3 µM), inactives show at the highest dose activity change, negative = inhibition, most hits filed as inhibitors; 410,000 compounds, 0.13% hits;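 note: loss of luciferase light is scored as toxicity; potency is the fitted concentration of half-maximal effect; % is set by controls: 0 for no effect and ±100 for the full control effect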
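Here, cytotoxicity is scored as loss of luminescence. The MLSMR collection was tested on cells seeded in medium containing 10% Nu serum, with a 24 hr compound exposure preceded by 12 hours of culture.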
D3 antag: antagonists of human D3 dopamine receptor; P35462; D3R cells, DiscoveRx beta-arrestin luminescence, antagonist mode; hits give low values; max response, negative = inhibition, %; 360,000 compounds, 2.5% hits; AID 652054; in the data active = max response below about -50%; inconclusive = no clear call, values can overlap the other calls; note: % is set by controls: 0 for no effect and ±100 for the full control effect; mostly tested at two doses, the higher about 12 µM
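Cells plated overnight at 1500 cells/well, then exposed to library compounds with dopamine controls for 90 minutes at 37 degrees C. DiscoveRx reagent added for 30–60 minutes at room temperature; luminescence read, quantitative HTS format.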
aSyn yeast inh: alpha-synuclein toxicity inhibition in yeast | Yeast expressing alpha-synuclein, growth rescue, BacTiter-Glo, 24 h | Potency, µM (titrated, usually from 46.1 µM), without a hit: at the highest dose growth rescue (activation), usual class: activators | 370,000 compounds, 0.14% hits; note: potency is the fitted concentration of half-maximal effect; % of control where 0% means no effect; nearly all actives have a fitted effect of over 65% in size
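Rescue of yeast growth: cells expressing toxic alpha-synuclein, induced in galactose at OD600 0.02, incubated with compound 24 h at 30 C. ATP luminescence quantified growth; inhibitors of toxicity appear as activators.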
Starred values were filed as active, the others as inactive; i = inactive; ? = inconclusive; · = not tested or not shown; [ ] = remark or other dose. Unless noted, calls come from the whole dose curve; as a rule, active = well fitted curve in the direction sought with a large enough effect; inconclusive = small, poorly fitted or top-dose-only effect, or another doubt; inactive = no such curve, though single readings can be large; an effect the other way counts as inactive or inconclusive. An excerpt; the hit share may differ from the screen's.

SMILES	KB-V1 MDR tox	PTHR1 ag	TDP-43 yeast inh	GLP-1R agonist	GLP-1R inv ag	DRD3 agonist	GLP1R cytotox	D3 antag	aSyn yeast inh
CN(Cc1ccccc1)C(=O)CN1CCN(C(c2ccccc2)c2ccccc2)CC1	-16.7%	-32.6%[inhibitor]	-7.9%	5.8%	?	-19.2	-2.7%	?	8.3%
O=S(=O)(NCc1cccnc1)c1cc(Cl)ccc1Cl	21.1%	-0.4%	-8.7%	-2.0%	0.2%	-3.2	6.0%	-8.4	-0.1%
Cc1csc(CN(C)C(=O)CC2C(=O)NCCN2Cc2ccc(F)cc2Cl)n1 (stereo not drawn)	11.8%	i	11.8%	-1.9%	9.6%	2.1	8.2%	1.7	-1.8%
CCOC(=O)CC1=C(C(=O)OCC)C(c2ccc(OC)cc2OC)C(C#N)=C(N)O1 (stereo not drawn)	7.9%	?	5.2%	7.8%	0.1%	4.6	-9.8%	-17.7	2.7%
FC(F)(F)c1cccc(CON=C2CCN(c3ncc(C(F)(F)F)cc3Cl)CC2)c1	-24.1%	5.4%[57.5 µM]	-9.0%	-10.7%	-1.0%	18.1	0.6%	6.3	2.0%
CCCCc1ccc(N2C(=O)[C@@H]3C(CC(N)=O)NC4(C(=O)Nc5ccc(F)cc54)[C@@H]3C2=O)cc1 (stereo partly drawn)	21.7%	i	-8.9%	3.6%	-22.6%	5.9	-5.5%	18.3	-0.3%
CCC(=O)N1c2ccccc2CC1C(=O)NCc1ccc(N(C)C)cc1 (stereo not drawn)	6.7%	-16.8%	-14.2%	·	4.9%	-10.1	26.4%	·	·
Cc1cccc(OCCC(=O)NNC(=O)Cn2nc(C)cc2C)c1	-4.0%	i	8.9%	1.7%	0.6%	5.5	0.3%	12.1	4.6%
CCOc1ccc(NC(=O)CN(c2ccccc2OCC)S(=O)(=O)c2ccccc2)cc1	-19.8%	7.6%	0.0%	·	?	9.1	-8.2%	·	·
Cn1nccc1C(=O)N1CCN(c2cccc(Cl)c2)CC1	-13.9%	i	22.4%	5.3%	11.9%	0.7	1.0%	1.4	4.6%
Cc1nc(Nc2cccc(C(C)O)c2)c2nnn(Cc3ccccc3F)c2n1 (stereo not drawn)	?	-24.5%	26.7%	9.4%	?	6.3	-1.5%	14.0	7.6%
CC(=O)N1CCC(=NNC(=O)c2cccs2)CC1	0.0%	i	-20.6%	-1.4%	-3.3%	-17.7	-7.1%	-5.4	-3.1%
CNC(=O)c1ccccc1NC(=O)c1ccco1	13.2%	-12.7%[57.5 µM]	-4.0%	23.6%	16.9%	8.8	15.1%	0.0	-1.0%
CCOC(=O)C1=C(CC)Nc2ccccc2N=C1NC(=O)c1ccc(C)c(S(=O)(=O)N2CCOCC2)c1	?	i	15.7%	-0.2%	5.3%	8.4	-4.6%	8.9	4.1%
CCOC(=O)c1cccc(NC(=O)c2sc3nc[nH]c(=O)c3c2C)c1	3.7%	i	-0.1%	·	7.2%	-4.2	-4.3%	·	·
CCCCCCCN1CCC(=O)N([C@H](CO)Cc2ccccc2)CC1	?	i	-1.5%	-1.2%	?	-36.7	-4.4%	-22.3	-1.5%
O=C(Nc1ccnc(-c2ccncc2)n1)c1cccs1	1.9%	-16.3%	-1.0%	1.2%	0.5%	-5.3	7.8%	-6.8	-2.4%
O=S(=O)(Cc1ccccc1)c1nc2ccccc2n1Cc1ccccn1	-24.4%	-20.8%	16.9%	-1.4%	0.0%[7.66 µM]	-2.0	-3.6%[7.66 µM]	5.5	-12.1%
CC(=O)Nc1cc(-c2ccccc2)cn2c(-c3cccc(C(C)=O)c3)cnc12	-1.5%	-22.9%	0.0%	3.8%	-15.1%	1.4	-3.4%	1.0	-24.0%
O=C1NC(=Nc2ccccc2)S/C1=C\c1cccs1	-6.7%	-9.5%	-17.9%	11.6%	27.3%	-9.7	-10.7%	-18.6	-8.6%
CCOC(=O)c1noc2nc(C)n(Cc3cccc([N+](=O)[O-])c3)c(=O)c12	-18.3%	-7.6%	?	·	0.7%	-13.8	-8.5%	·	·
C=C(C)CN(CC)C(=O)CC1C(=O)NCCN1C (stereo not drawn)	7.6%	i	-2.4%	1.8%	5.7%	10.3	8.3%	7.0	4.2%
O=S(=O)(c1ccc(-c2ccon2)s1)N1CCN(CCN2CCOCC2)CC1	-19.8%	i	-13.7%	0.6%	-8.4%	-3.8	2.8%	-7.2	1.4%
C#CCNc1c2c(nc3ncnn13)CC(C)CC2 (stereo not drawn)	8.6%	-5.2%	-1.7%	6.9%	0.6%	-11.6	2.9%	-14.3	11.8%
COc1ccc(CCNC(=O)COC(=O)c2ccc(OC)cc2OC)cc1	-19.1%	i	8.5%	17.8%	6.4%	-1.7	8.7%	2.8	1.1%
O=C(Cn1cc(COc2ccc(C(=O)c3ccccc3)cc2)nn1)c1ccc(O)cc1	-14.2%	-2.6%	?	-3.5%	?	-5.9	-18.8%	5.1	-11.3%
COc1ccccc1N1CC(C(=O)Nc2nnc(SCC(=O)NC(C)C)s2)CC1=O (stereo not drawn)	-2.5%	-18.6%	24.6%	-6.0%	8.1%	6.7	0.0%	13.7	-1.4%
c1c2c(cc3sc(N4CCCCC4)nc13)OCCO2	20.6µM*	-94.4%[inhibitor]	-8.9%	-27.2%	?	-7.8	24.6%	0.0	-11.8%
CC(C)C(=O)N1CCC1(C)C(=O)Nc1ccc2cn[nH]c2c1 (stereo not drawn)	?	6.7%	5.1%	-2.0%	-6.0%	-0.1	4.0%	1.8	8.0%
Cc1ccc(S(=O)(=O)Nc2cc3c4c(c2)CC(=O)N4CCC3)cc1	?	i	-20.2%	9.6%	46.7%[activator]	-21.0	-9.6%	16.1	-4.5%
CCCCSCCCNC(=O)C1CCN(Cc2nc(-c3ccc(CC)cc3)oc2C)CC1	5.2%	-0.1%	4.8%	·	9.5%	3.3	-0.5%	·	·
Brc1ccccc1OCCCN1CCOCC1	8.4%	i	-7.8%	5.4%	-0.5%	-66.4	-1.3%	-50.6*	-0.1%
Cc1ccc(C(=O)COC(=O)CNC(=O)Cc2ccccc2)cc1[N+](=O)[O-]	?	i	18.8%	-1.5%	13.2%	0.6	-6.5%	35.5	8.1%
OCCCN=C1CCCc2c1[nH]c1ccc(Cl)cc21	1.46µM*	-22.0%	?	23.5%	-3.0%	0.3	0.0%	-1.0	7.1%
NS(=O)(=O)c1ccc(CCNC(=O)c2ccc3nc4ccc(Cl)cc4c(=O)n3c2)cc1	7.6%	-19.4%	-4.3%	18.3%	20.2%	-3.0	-1.1%	-1.6	-0.2%
COc1ccc(C2CC(=O)c3c([nH]c(C(=O)OCc4ccccc4)c3C)C2)cc1OC (stereo not drawn)	-7.2%	-2.9%	0.0%	·	6.0%	-8.1	2.4%	·	·
Cc1cccc(-c2nc(CN3CCCC(C(=O)NC4CCCCCC4)C3)c(C)o2)c1 (stereo not drawn)	20.6µM*	-1.0%[57.5 µM]	-2.8%	-1.0%	?	1.3	?	-12.5	-5.5%
COc1ccc(/C=C(/NC(=O)c2ccccc2)C(=O)N/N=C/c2ccncc2)c(OC)c1	25.6%	i	12.6%	9.8%	1.1%	8.0	7.4%	79.8	-5.7%
Cc1cccc(OCC(=O)Nc2ccc(N3CCN(C(=O)c4ccco4)CC3)cc2)c1C	-17.2%	-23.2%	-14.2%[0.397 µM]	21.6%	7.1%	9.8	-11.2%	16.8	-6.3%
N#CC1(NC(=O)CN2c3cccc4cccc(c34)S2(=O)=O)CCCCC1	?	-21.3%	-0.3%	9.1%	-2.3%	-10.1	1.2%	-16.1	1.4%

Arranged by SMILES length (rising): some entries from above
SMILES	KB-V1 MDR tox	PTHR1 ag	TDP-43 yeast inh	GLP-1R agonist	GLP-1R inv ag	DRD3 agonist	GLP1R cytotox	D3 antag	aSyn yeast inh
Brc1ccccc1OCCCN1CCOCC1	8.4%	i	-7.8%	5.4%	-0.5%	-66.4	-1.3%	-50.6*	-0.1%
COc1ccccc1N1CC(C(=O)Nc2nnc(SCC(=O)NC(C)C)s2)CC1=O (stereo not drawn)	-2.5%	-18.6%	24.6%	-6.0%	8.1%	6.7	0.0%	13.7	-1.4%
CCOC(=O)c1noc2nc(C)n(Cc3cccc([N+](=O)[O-])c3)c(=O)c12	-18.3%	-7.6%	?	·	0.7%	-13.8	-8.5%	·	·
CCCCc1ccc(N2C(=O)[C@@H]3C(CC(N)=O)NC4(C(=O)Nc5ccc(F)cc54)[C@@H]3C2=O)cc1 (stereo partly drawn)	21.7%	i	-8.9%	3.6%	-22.6%	5.9	-5.5%	18.3	-0.3%

Going on with the list.
SMILES	KB-V1 MDR tox	PTHR1 ag	TDP-43 yeast inh	GLP-1R agonist	GLP-1R inv ag	DRD3 agonist	GLP1R cytotox	D3 antag	aSyn yeast inh
N#C/C(=C\c1c[nH]c2ccccc12)C(=O)NC1CCCC1	7.2%	-16.3%	?	3.8%	-26.9%	-0.9	?	-6.9	2.6%
Cc1cccc(-c2cc(C(=O)NCc3ccccn3)c3ccccc3n2)c1	5.8µM*	-33.7%[inhibitor]	35.5µM*	11.3%	?	1.9	-24.4%	40.4	-2.7%
CCOC(=O)C1=C(CS(=O)(=O)c2ccccc2)NC(=O)NC1c1ccccc1OCC (stereo not drawn)	5.0%	-6.3%	15.5%	0.0%	-20.7%	-2.1	-12.7%	11.9	-4.0%
NS(=O)(=O)c1cccc(C(=O)OCC(=O)NC2CCCc3ccccc32)c1 (stereo not drawn)	2.4%	-22.8%	14.5%	-2.0%	-6.5%	-9.6	-0.7%	4.9	2.2%

Bioassay records deposited in PubChem BioAssay by National Center for Advancing Translational Sciences (NCATS).
